From PubChem BioAssay
PAFAH2 inh: PAFAH2 enzyme inhibitors, primary screen, biochemical, fluorescence polarization, human. inhibition, % at 3.39 µM. recombinant PAFAH2, FP-rhodamine activity probe. 340,000 compounds, 0.99% hits. Platelet-activating factor acetylhydrolase 2, cytoplasmic (Homo sapiens), Q99487;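 active = inhibition above the mean over all tested compounds plus 3 SD, cut at about 30% in these data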;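 note: inhibitors block probe labeling of enzyme so polarization drops; 0% = enzyme with DMSO and 100% = wells lacking PAFAH2 protein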
PAFAH1B2 inh: PAFAH1B2 enzyme inhibitors, primary screen, biochemical, fluorescence polarization, human; inhibition, % at 3.39 µM; 340,000 compounds, 1.2% hits; recombinant PAFAH1B2, FP-rhodamine activity probe; Platelet-activating factor acetylhydrolase IB subunit alpha2 (Homo sapiens), P68402;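 active = inhibition above the mean of all tested compounds plus 3 SD, cut at about 24% in these data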;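 note: 0% = enzyme with DMSO and 100% = wells lacking PAFAH1B2; many of its hits are not listed in these tables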
PAFAH1B3 inh: PAFAH1B3 enzyme inhibitors, primary screen, biochemical, fluorescence polarization, human. recombinant PAFAH1B3, FP-rhodamine probe. Platelet-activating factor acetylhydrolase IB subunit alpha1 (Homo sapiens), Q15102. 340,000 compounds, 0.28% hits. inhibition, % at 3.39 µM;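 active = inhibition above the screen-wide average of all tested compounds plus 3 SD, cut at about 25% in these data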;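 note: 0% = enzyme with DMSO only and 100% = wells lacking PAFAH1B3 protein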
Target sequence (Q15102 whole entry, looked up): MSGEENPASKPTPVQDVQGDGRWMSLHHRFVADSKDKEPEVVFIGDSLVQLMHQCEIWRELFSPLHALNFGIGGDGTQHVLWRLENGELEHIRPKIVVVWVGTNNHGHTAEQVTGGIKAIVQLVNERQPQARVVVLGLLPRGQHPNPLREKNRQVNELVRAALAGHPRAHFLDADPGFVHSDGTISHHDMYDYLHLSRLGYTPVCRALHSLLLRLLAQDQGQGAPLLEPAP
LYPLA1 counter: LYPLA1 inhibitors, primary screen, counter-screen for PME1 inhibitor project, biochemical, fluorescence polarization, FP-Rh probe ABPP; 320,000 compounds, 0.16% hits; inhibition, % at 5.9 µM; recombinant LYPLA1; Acyl-protein thioesterase 1 (Homo sapiens), O75608;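 active = inhibition above the mean of all tested compounds plus 3 SD, set per campaign, cut at about 14% in these data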;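 note: inhibitors block serine hydrolase probe labeling of LYPLA1 so polarization falls; 0% = enzyme with DMSO and 100% = wells lacking LYPLA1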
pPAFAH FP inh: pPAFAH enzyme inhibitors, primary screen, biochemical, fluorescence polarization, human. 330,000 compounds, 1.5% hits. recombinant pPAFAH, FP-rhodamine probe fluorescence polarization. inhibition, % at 3.39 µM. Platelet-activating factor acetylhydrolase (Homo sapiens), Q13093;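 active = inhibition above the mean inhibition across the screen plus 3 SD, cut at about 25% in these data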;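 note: inhibitors block binding of the rhodamine activity-based probe so polarization drops; 0% = enzyme with DMSO and 100% = wells lacking pPAFAH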
Target sequence (Q13093 whole entry, looked up): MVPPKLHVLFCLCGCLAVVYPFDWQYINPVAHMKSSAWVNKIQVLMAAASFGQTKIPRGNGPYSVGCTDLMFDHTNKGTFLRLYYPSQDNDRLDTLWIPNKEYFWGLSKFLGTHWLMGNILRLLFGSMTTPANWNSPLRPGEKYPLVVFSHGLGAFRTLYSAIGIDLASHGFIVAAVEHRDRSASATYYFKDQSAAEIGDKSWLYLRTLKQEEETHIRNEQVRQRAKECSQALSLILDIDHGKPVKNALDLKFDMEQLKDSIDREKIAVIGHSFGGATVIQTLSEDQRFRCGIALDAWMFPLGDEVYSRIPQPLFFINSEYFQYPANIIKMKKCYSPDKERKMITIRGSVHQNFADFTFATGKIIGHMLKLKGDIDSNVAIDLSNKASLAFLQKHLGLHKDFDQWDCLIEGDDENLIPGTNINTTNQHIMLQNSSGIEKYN
LYPLA2 inh: LYPLA2 inhibitors, primary screen, counter-screen for PME1 inhibitor project, biochemical, fluorescence polarization, FP-Rh probe ABPP | Acyl-protein thioesterase 2 (Homo sapiens), O95372 | recombinant LYPLA2 | inhibition, % at 5.9 µM | 320,000 compounds, 0.38% hits | AID 2177, 2009;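 active = inhibition above the screen-wide mean plus 3 SD, limit set per campaign, cut at about 26% in these data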;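 note: 0% = LYPLA2 with DMSO and 100% = wells lacking LYPLA2 enzyme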
Target sequence (O95372 whole entry, looked up): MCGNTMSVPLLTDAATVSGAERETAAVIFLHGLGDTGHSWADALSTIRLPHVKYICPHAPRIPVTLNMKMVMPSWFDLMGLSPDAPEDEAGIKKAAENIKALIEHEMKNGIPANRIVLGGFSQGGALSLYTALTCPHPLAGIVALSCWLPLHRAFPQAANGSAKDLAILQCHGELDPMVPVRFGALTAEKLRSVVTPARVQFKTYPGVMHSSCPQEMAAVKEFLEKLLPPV
GSTO1 counter: inhibitors of recombinant GSTO1, primary screen, counter-screen for RBBP9 inhibitor project, biochemical, fluorescence polarization; Glutathione S-transferase omega-1 (Homo sapiens), P78417; activity-based probe fluorescence polarization; inhibition, % at 5.96 µM; 300,000 compounds, 1.1% hits;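 active = inhibition above the campaign mean inhibition plus 3 SD, cut at about 35% in these data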;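 note: 0% = GSTO1-1 with DMSO and 100% = wells lacking GSTO1-1 enzyme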
PAD4 FP inh: human PAD4 inhibitors, primary screen, biochemical, fluorescence polarization, 1536-well format. Protein-arginine deiminase type-4 (Homo sapiens), Q9UM07. recombinant PAD4, RCA probe fluorescence polarization. inhibition, % at 6.36 µM. 330,000 compounds, 0.41% hits;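 active = percent inhibition above a cutoff equal to the mean of all tested compounds plus 3 SD, cut at about 15% in these data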;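 note: 0% = PAD4 with RCA probe and DMSO and 100% = probe without PAD4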
PME-1 inh: PME-1 inhibitors via competitive probe labeling, primary screen, biochemical, fluorescence polarization, FP-Rh probe, HTS. Protein phosphatase methylesterase 1 (Homo sapiens), Q9Y570. recombinant PME-1. inhibition, % at 5.9 µM. 320,000 compounds, 0.53% hits;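 active = inhibition above the campaign mean of all compounds plus 3 SD, cut at about 26% in these data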;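 note: competitive labeling of PME-1 active site by serine hydrolase directed probe; 0% = PME-1 with DMSO and 100% = wells lacking PME-1 enzyme; inhibitors block probe labeling so polarization falls and inhibition rises; many of its hits are not listed in these tables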
Numbers without * were called inactive; nt = not tested or not shown. An excerpt. The share of hits here may be higher or lower than overall.

SMILES	PAFAH2 inh	PAFAH1B2 inh	PAFAH1B3 inh	LYPLA1 counter	pPAFAH FP inh	LYPLA2 inh	GSTO1 counter	PAD4 FP inh	PME-1 inh
Cc1ccc(S(=O)(=O)N(C)C[C@@H]2Oc3ccc(NC(=O)Nc4cccc5ccccc45)cc3C(=O)N([C@H](C)CO)C[C@H]2C)cc1	-34	1	-4	nt	-2	nt	nt	-7	nt
COc1ccc(C2=NOC(Cn3nc(-c4ccccc4)cc3C(=O)NCc3cccs3)C2)cc1 (stereo not given)	-15	1	-8	nt	-3	nt	nt	-7	nt
Cn1c(=O)oc2cc(S(=O)(=O)NCCC(=O)NCc3ccccc3Cl)ccc21	3	-3	0	3	-2	6	17	7	3
CCOc1ccccc1N=Nc1c(C)[nH]n(C(N)=S)c1=O	1	5	8	0	3	-5	-2	-1	5
Cc1ccc(NC(=O)COC(=O)c2ccc(-n3nc(C)cc3C)cc2)c(F)c1	42*	3	0	nt	19	nt	nt	-7	nt
Nc1ccccc1SC1CC(=O)N(Cc2ccccc2)C1=O (stereo not given)	0	2	-5	2	2	0	8	-2	-3
Cc1ccc(-n2c(=S)[nH]c3sc4c(c3c2=O)CCC4)cc1	15	8	6	3	6	-1	-9	-3	-2
CCO[C@H]1OC(C(=O)NCc2ccccc2)=C[C@@H](c2ccc(C(F)(F)F)cc2)[C@@H]1CCCO	7	6	1	-3	-2	-5	-2	2	3
O=C(Cn1cnc2c(cnn2-c2ccccc2)c1=O)NCc1ccccc1	1	4	0	2	2	-3	4	1	0
Cc1cc2ccccc2n1CCNC(=O)c1ccc(S(=O)(=O)N2CCCCC2)cc1	4	13	15	0	8	-4	4	12	6
Cc1nn(-c2ccccc2)c(C)c1CNC(=O)c1ccc(S(=O)(=O)NCc2ccco2)cc1	-8	-1	9	nt	4	nt	nt	-5	nt
CC(C)CC1=NN(C(=O)c2ccncc2)C(O)(C(F)(F)F)C1 (stereo not given)	-6	9	7	2	10	18	-1	1	2
CCCN1CNC(=S)N(c2ccccc2C)C1	2	-3	2	3	3	8	4	-1	-3
COc1ccc(/C(N)=N/O)c(OC)c1	0	1	-1	2	3	5	7	1	-1
S=c1[nH]nc(-c2ccncc2)n1/N=C/c1cccc2ccccc12	nt	nt	nt	-1	3	0	9	-2	2
Cc1cc(C)c(S(=O)(=O)/N=C2\C=C(NS(=O)(=O)c3ccccc3)C(=O)c3ccccc32)c(C)c1	4	0	-5	-11	1	-21	60*	-19	-15
CSc1sc(C(=O)NN)c2c1C1(CCC2)SCCS1	4	10	4	-2	0	1	-7	4	1
O=C(NC(CC(=O)N1CCN(c2ccc([N+](=O)[O-])cc2)CC1)c1ccccc1)c1ccccc1Cl (stereo not given)	-5	5	7	0	-2	9	0	3	3
O=C(c1cc2ccccc2oc1=O)N(Cc1ccccc1)CC1CCCO1 (stereo not given)	-4	-3	10	1	1	-3	-3	-4	0
CC(C)(C)C1=C(C#N)C(c2ccncc2)C(C#N)=C(N)O1 (stereo not given)	6	5	-4	0	5	6	4	0	5
O=C(O)c1ccc2c(=O)n3c(nc2c1)/C(=C/c1ccc(C(F)(F)F)cc1)CC3	-63	2	5	-5	2	1	-12	0	-21
Cc1cccc(/C=C2/SC(=O)N(Cc3ccccc3)C2=O)n1	-4	8	3	-1	2	2	3	1	0
CCN(CC)S(=O)(=O)c1ccc2oc(C(=O)N3CCc4ccccc4C3)c(C)c2c1	-2	15	9	4	8	-4	-134	1	5
Cn1c(=O)c2c(nc(Oc3cccc(Br)c3)n2C)n(C)c1=O	-3	7	6	-5	2	5	9	-1	-3
COc1ccc2c(C)c(CCC(=O)NCCCN3CCCC3=O)c(=O)oc2c1C	-4	-2	7	-3	-4	1	5	3	2

More records:
SMILES	PAFAH2 inh	PAFAH1B2 inh	PAFAH1B3 inh	LYPLA1 counter	pPAFAH FP inh	LYPLA2 inh	GSTO1 counter	PAD4 FP inh	PME-1 inh
CC[C@@]12C(=O)N(c3ccccc3)C(=O)N1[C@H](c1ccc(Br)cc1)[C@@H]1C(=O)N(C(C)(C)C)C(=O)[C@@H]12	-3	-6	6	1	2	3	1	2	1
Cc1cc(C)c2sc(N)nc2c1	4	4	9	-4	-1	-2	6	-4	-1
S=c1[nH]c2ccc(Cc3ccc4[nH]c(=S)[nH]c4c3)cc2[nH]1	-2	-1	6	-14	10	-5	-14	-1	2
COc1ccccc1N(CC(=O)N/N=C(\C)c1cccc(Br)c1)S(C)(=O)=O	-7	7	-1	-3	-3	-2	0	2	0
CCOc1ccc(CCNC(=O)COC(=O)c2cccc(N(C)C)c2)cc1OCC	6	2	1	-4	-4	-3	6	-1	1
O=C(Nc1ccc(Cl)cc1C(F)(F)F)C(Sc1cccc[n+]1[O-])c1ccccc1 (stereo not given)	7	3	0	-6	-2	4	1	3	2
COc1ccc(N2CCN(C(=O)COC(=O)c3ccco3)CC2)cc1	5	-2	5	3	-6	-1	-5	1	5
COc1ccc(-c2n[nH]c(=S)nc2-c2ccc(OC)cc2)cc1	1	7	1	-3	-1	-4	0	1	-1
Cc1ccc2c(c1)C1C[N+](C)(CC(=O)Nc3ccccc3Cl)CCC1N2C(=O)c1ccccc1Cl (stereo not given)	8	0	3	nt	-1	nt	nt	-4	nt
COC(=O)c1ccc(NC(=S)NC(=O)c2cc(-c3ccccc3)nc3ccccc23)cc1	-15	-5	-10	-11	-13	-13	2	2	-29
CC(=O)c1ccc(N2CCN(C(=O)CCCn3c(=O)[nH]c4ccc(Br)cc4c3=O)CC2)cc1	4	3	5	2	2	25	4	2	9
CN1CCN(C(=O)C2CCN(S(=O)(=O)c3ccccc3[N+](=O)[O-])CC2)CC1	4	3	7	0	-5	-3	nt	-1	6
COC(=O)c1cccc([N+](=O)[O-])c1CN1CCCC(C(N)=O)C1 (stereo not given)	4	3	4	1	-2	12	0	4	2
CCC(C)CCN1C(N(C)C)=NC[C@@H]1CC(C)C (stereo not given in full)	1	1	9	3	-4	9	0	-8	-2
CNCC[C@@H](Oc1ccccc1C)c1ccccc1	4	1	7	-2	-2	2	0	-3	-3
CCOC(=O)c1sc(NC(=O)c2cc(-c3ccccc3)nc3ccccc23)c(C#N)c1C	-9	9	7	-1	11	-1	-8	-5	2
O=C(NC1CCCCC1)c1ccccc1C(F)(F)F	1	-1	6	2	2	-7	5	2	-5
Cc1cnc(SCc2ccc(Cl)cc2Cl)[nH]c1=O	5	27*	11	-2	6	1	-11	2	-4
COC(=O)c1cc(O)cc(OC)c1C(=O)c1c(O)cc(C)cc1O	3	3	3	-1	5	9	-1	-1	1
CCCN(CCC)CC(O)CN1C(=O)NC(C)(C)C1=O (stereo not given)	-4	4	8	0	6	-3	1	0	0
CCC(C)C(NC(=O)c1ccc(Cl)cc1Cl)C(=O)O (stereo not given)	-1	5	1	4	6	8	5	-2	3
COCC(=O)Nc1ccc(N2CCOCC2)c(S(=O)(=O)Nc2ccccc2OC)c1	1	-5	7	nt	3	nt	nt	-6	nt
CN(C)c1cc(-c2ccc(F)cc2)oc(=O)c1Cl	3	1	-1	1	6	0	12	2	5
Cc1ccc(-n2nc(C)c3c(-c4cccs4)c(C#N)c(N)nc32)cc1	-4	2	2	-9	-5	-14	-9	-6	-13
O=S(=O)(NCCCN1CCOCC1)c1ccc(F)c(Cl)c1	7	1	10	2	2	5	nt	0	4

(cont.)
SMILES	PAFAH2 inh	PAFAH1B2 inh	PAFAH1B3 inh	LYPLA1 counter	pPAFAH FP inh	LYPLA2 inh	GSTO1 counter	PAD4 FP inh	PME-1 inh
N#Cc1cc(C(=O)c2cc(Cl)ccc2O)cn(-c2ccccc2)c1=O	-2	-1	1	-2	3	3	6	-6	-7
O=C(Nc1cccc(Cl)c1)Nc1cccc(C(=O)O)c1	nt	nt	nt	0	-4	-6	-6	-5	-2
COC(=O)c1ccc(CNC(=O)C2CCC(=O)N(C3CCCCCC3)C2)cc1 (stereo not given)	-3	0	6	-1	6	6	4	-1	0
Cc1ccc(C(=O)Nc2ccc(S(=O)(=O)N3CCOCC3)cc2)cc1Br	nt	nt	nt	-5	-5	-8	-15	1	-4
Cc1ccc(C(=O)Nc2cccc3ccccc23)o1	nt	nt	nt	-2	0	-2	7	-2	12
O=C(NCc1ccco1)c1ccc(S(=O)(=O)N2CCCc3ccccc32)cc1	6	-1	13	-4	-1	-3	1	1	-1
Cn1c(=O)c2c(nc(NCc3cccnc3)n2Cc2ccc(Cl)cc2)n(C)c1=O	5	-2	6	-3	2	-2	-2	-3	-2
COc1ccccc1N(CC(O)CN1CCC(C)CC1)S(=O)(=O)c1ccccc1 (stereo not given)	-1	9	-5	3	5	-3	4	2	-4
CCc1nc(Nc2ccccc2)c2nnn(Cc3ccccc3)c2n1	1	-2	10	0	6	-6	5	-4	-5
CC1Cc2ccccc2N1C(=O)CSc1nnnn1C1CCCC1 (stereo not given)	9	0	12	4	3	3	0	-2	4
O=C(C1CC1)N1CCc2cc(Br)cc(S(=O)(=O)NCc3ccc4c(c3)OCO4)c21	2	5	-2	-1	0	3	6	-6	0
O=C(CS(=O)CC(=O)N(CC(=O)NC1CCCC1)C1CCCCC1)Nc1ccc(F)cc1 (stereo not given)	5	-1	4	0	2	3	-3	3	1
Cc1c(C(=O)N2CCC(C)CC2)oc2ccc3c(c12)C(O)CC1(CCCCC1)O3 (stereo not given)	0	-4	-9	2	24	10	2	-2	3
COCCCn1c(=O)c2sccc2n(Cc2ccc(C)cc2)c1=O	1	-1	13	1	-7	-1	2	-4	-4
O=C(CSc1ccccc1)Nc1nnc(-c2ccco2)o1	2	6	4	6	7	-5	19	1	-5
O=C1c2ccccc2C(=O)N1CN(C(=O)COc1ccc(Cl)cc1Cl)c1cccc(F)c1	-6	0	3	-1	4	2	-5	-1	5
CCCCn1c(N)c(N(CC(C)C)C(=O)c2ccc(OCC3CCCO3)cc2)c(=O)[nH]c1=O (stereo not given)	1	-5	-1	-1	5	0	-7	2	-2
CC(C)C(=O)Nc1ncc(Cc2cccc(Cl)c2)s1	2	2	3	1	8	4	-5	-2	3
CCC(CO)Oc1cc(NCc2cccc(Cl)c2)c2ncn(C(C)C)c2c1 (stereo not given)	18	5	10	nt	21	nt	nt	-11	nt
CCc1nnc(NC(=O)c2ccc(N(C)S(=O)(=O)c3ccccc3)cc2)s1	-7	5	2	1	-2	-4	8	0	1
Cc1ccc(C(=O)NCCc2ccc(F)cc2)s1	-1	5	3	1	2	-2	-4	-2	8
CC12CCC(C(=O)NC(c3ccccc3)c3ccccc3)(OC1=O)C2(C)C (stereo not given)	4	10	1	0	-4	3	-9	4	-2
COc1cc(CC(=O)OCC(=O)N2CC(C)CC(C)C2)cc(OC)c1OC (stereo not given)	-3	-1	5	1	1	5	-2	2	3
COCCCn1c(Cc2csc(Nc3ccc(F)cc3)n2)nnc1SCC(N)=O	-3	1	-5	1	3	5	-2	-2	3
